MLLE-PAM2 inh: inhibitors of PABP1 MLLE–PAM2 peptide binding, primary screen, biochemical, fluorescence polarization, FITC-PAM2, GST-MLLE; Polyadenylate-binding protein 1 (Homo sapiens), P11940; inhibition, % at 20 µM; 360,000 tested, 0.36% active; in the data active = inhibition above about 35%, passing the limit was not always enough;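 note: plate controls were DMSO wells with GST-MLLE for no effect and wells lacking GST-MLLE protein for full effect; some results filed as inactive read as strong as hits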
E coli Lon inh: inhibitors of E. coli Lon protease, primary screen, biochemical, fluorescence polarization; purified E. coli Lon protease; inhibition, % at 7.94 µM; 360,000 tested, 0.42% active; in the data active = inhibition above about 13%, passing the limit was not always enough;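 note: 0% = enzyme with probe and DMSO and 100% = no enzyme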
CSN deneddyl inh: inhibitors of CSN-mediated cullin deneddylation, primary screen, biochemical, fluorescence polarization, uHTS; COP9 signalosome complex subunit 5 (Homo sapiens), Q92905; Purified CSN, SCF-Nedd8-OG deneddylation; inhibition, % at 12.5 µM; 360,000 tested, 0.38% active; AID 651999, 2013;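 active = pattern-corrected inhibition above about 35%, with an unprinted fluorescence ratio check between 0.5 and 1.5, limit read from the data, passing the limit was not always enough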;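 note: 0% = enzyme with substrate and 100% = substrate without enzyme; some results filed as inactive read as strong as hits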
Target sequence (Q92905 whole entry, looked up, one chain of several): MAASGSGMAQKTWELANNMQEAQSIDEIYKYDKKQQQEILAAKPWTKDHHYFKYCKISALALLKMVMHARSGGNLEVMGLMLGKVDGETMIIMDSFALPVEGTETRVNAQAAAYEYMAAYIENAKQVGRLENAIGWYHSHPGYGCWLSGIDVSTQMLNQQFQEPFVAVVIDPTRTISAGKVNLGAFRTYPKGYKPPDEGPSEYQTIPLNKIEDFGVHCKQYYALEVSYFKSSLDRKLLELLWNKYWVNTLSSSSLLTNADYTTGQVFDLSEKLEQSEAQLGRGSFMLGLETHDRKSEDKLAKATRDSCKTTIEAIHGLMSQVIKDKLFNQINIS
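Assay system: purified human Csn5 enzyme expressed in HEK293T cells; Input: 0.24 nM Csn5 enzyme, final concentration; Reagent: 10 nM SCFSkp2-Nedd8OG; Compound dosing: 12.5 µM single point; Times: reaction 90 min, room temperature; Technique: fluorescence polarization readout.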
MsrA inh: bovine MsrA enzyme inhibitors, primary screen, biochemical, absorbance, HTS | Methionine sulfoxide reductase A (Bos taurus) | purified bovine MsrA, absorbance read-out | inhibition, % at 15.5 µM | 360,000 tested, 0.75% active; in the data active = inhibition above about 4.5%;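 note: 0% = vehicle wells with enzyme and 100% = reference inhibitor wells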
FAS-TE inh: FAS thioesterase domain inhibitors, primary screen, biochemical, fluorescence intensity, uHTS; Fatty acid synthase (Homo sapiens), P49327; recombinant FAS-TE, OMFH fluorogenic substrate, fluorescence endpoint; inhibition, % at 15 µM; 360,000 tested, 0.67% active;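 active = compounds whose normalised, plate-corrected inhibition of enzyme fluorescence in the single-dose primary screen is 50% or more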;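 note: 0% = DMSO with enzyme and 100% = substrate without enzyme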
TbMetRS inhib: T. brucei MetRS inhibitors, primary screen, biochemical, luminescence | purified T. brucei MetRS, ATP depletion, Kinase-Glo luminescence | inhibition, % at 11.9 µM | 360,000 tested, 0.4% active;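 active = inhibition above a per-plate cutoff of the control wells' mean inhibition plus 3 SD, cut at about 5.5% in these data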;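 note: 0% = DMSO wells median and 100% = median of wells with control inhibitor compound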
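assay system = parasite MetRS enzyme | timing = 15 min preincubation, 2 h reaction, all 25 °C | evaluation = percent inhibition relative to median high and low control wells | medium = HEPES buffer containing pyrophosphatase, BSA, spermine, DTT | compound = single dose, 11.9 µM final nominal, 0.9% final DMSO | detection = Kinase-Glo luminescence, ATP depletion format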
Neddylation inh: inhibitors of cullin neddylation, primary screen, biochemical, TR-FRET, uHTS, NAE and Ubc12; NEDD8-conjugating enzyme Ubc12 (Homo sapiens) + NEDD8-activating enzyme E1 regulatory …; AID 651699, 2012; calls only at 25 µM; 360,000 tested, 0.58% active; in the data active = inhibition above about 36%
Target sequence (P61081 whole entry, looked up): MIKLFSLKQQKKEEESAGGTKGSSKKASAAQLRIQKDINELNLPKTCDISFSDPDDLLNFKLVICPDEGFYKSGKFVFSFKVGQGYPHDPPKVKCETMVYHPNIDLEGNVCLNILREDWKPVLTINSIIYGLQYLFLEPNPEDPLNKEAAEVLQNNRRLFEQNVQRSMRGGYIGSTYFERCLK
Target sequence (Q13564 whole entry, looked up): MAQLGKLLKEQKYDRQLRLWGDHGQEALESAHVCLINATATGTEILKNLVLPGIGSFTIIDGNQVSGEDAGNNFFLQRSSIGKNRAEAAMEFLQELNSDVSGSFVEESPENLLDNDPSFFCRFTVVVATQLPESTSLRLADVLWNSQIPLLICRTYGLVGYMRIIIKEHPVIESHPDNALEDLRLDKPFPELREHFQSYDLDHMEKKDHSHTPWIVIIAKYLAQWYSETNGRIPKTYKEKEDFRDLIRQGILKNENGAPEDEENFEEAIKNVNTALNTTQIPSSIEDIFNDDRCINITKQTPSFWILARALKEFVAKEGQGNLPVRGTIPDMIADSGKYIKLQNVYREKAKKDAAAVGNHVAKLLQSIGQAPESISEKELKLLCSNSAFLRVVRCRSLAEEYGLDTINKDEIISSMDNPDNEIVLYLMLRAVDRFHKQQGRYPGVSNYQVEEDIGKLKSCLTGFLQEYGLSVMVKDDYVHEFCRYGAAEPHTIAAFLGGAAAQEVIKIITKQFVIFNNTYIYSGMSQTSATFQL
Rin1-Abl PPI inh: inhibitors of Rin1-Abl protein binding, primary screen, biochemical, TR-FRET | inhibition, % at 7.35 µM | 360,000 tested, 0.4% active; in the data active = inhibition above about 5%, passing the limit was not always enough
MsrA act: bovine MsrA enzyme activators, primary screen, biochemical, absorbance, HTS | 360,000 tested, 0.3% active | activation, % at 10.6 µM | purified bovine MsrA, absorbance read-out; in the data active = activation above about 7.5%;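 note: 0% = vehicle and 100% = reference activator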
An asterisk follows results filed as active; i = inactive; x = not tested or not shown.

Fields: MLLE-PAM2 inh, E coli Lon inh, CSN deneddyl inh, MsrA inh, FAS-TE inh, TbMetRS inhib, Neddylation inh, Rin1-Abl PPI inh, MsrA act
#1 CCCCCN(C(=O)COC(=O)Cc1c(C)nc2ccccc2c1C)c1c(N)n(CCCC)c(=O)[nH]c1=O
→ -4.8, 2.0, 2.1, -1.1, 1.8, -0.3, i, 2.5, -2.7
#2 CCN1CCN(C(=O)c2ccc(S(=O)(=O)Nc3ccccc3)cc2)CC1
→ 2.6, 1.6, -5.2, -0.5, -4.5, -0.2, i, 1.0, 0.3
#3 O=C(Nc1ccc(F)cc1)NC1(C(=O)NCc2ccc3c(c2)OCO3)CCCCC1
→ 0.4, 4.1, 3.6, -1.0, 4.8, -1.2, i, 4.7, -9.5
#4 COc1ccc(-n2nnnc2SCC(=O)NCCc2ccc(OC)c(OC)c2)cc1
→ -5.2, -6.6, 1.6, -1.7, 0.3, 0.9, i, 3.9, -1.7
#5 Oc1c(Cl)cc(Cl)cc1C=Nc1ccc(N2CCOCC2)cc1
→ -9.2, 0.3, -4.7, 0.8, -2.4, 0.1, i, 1.1, 4.2
#6 CCN(CC)CCNC(=O)C(C(=O)c1ccccc1)n1ccccc1=O (stereo not drawn)
→ 3.4, -2.3, -0.3, 0.2, -3.6, 0.2, i, 2.4, -2.1
#7 c1cncc(CNc2ncnc3ccc(-c4ccoc4)cc23)c1
→ -8.9, 5.8, 0.6, 1.3, -8.7, 0.0, i, -1.5, -2.3
#8 COc1ccccc1-n1c(SC)nc2c(sc(=S)n2-c2ccccc2)c1=O
→ 17.9, 0.4, 0.8, 1.3, 17.0, -0.8, i, 0.4, -5.0
#9 Cc1ccc(C(=O)NCCONC(=O)c2ccc(C)cc2)cc1
→ 15.8, -7.3, -2.2, -0.5, -4.4, -0.3, i, -1.1, 1.5
#10 COc1ccc2cc(C(=O)C3CCCN(C(=O)CSc4nnc(C)o4)C3)ccc2c1 (stereo not drawn)
→ 10.7, -0.9, -0.4, 0.4, 2.9, -0.5, x, -0.1, -2.9
#11 CN1CC(c2ccccn2)C2(SC(=S)N(Cc3ccccc3)C2=O)C12C(=O)Nc1ccccc12 (stereo not drawn)
→ -30.1, -5.4, -1.7, 1.0, -1.4, 0.3, i, -0.3, -0.2
#12 Cc1cc(C)c(S(=O)(=O)N2CCN(c3ccc([N+](=O)[O-])c(-n4nc(C)cc4C)c3)CC2)c(C)c1
→ -14.0, -3.3, 0.5, 1.6, 37.3, -0.8, i, -2.8, -5.7
#13 CCCCCN(C(=O)CN1CCC(Cc2ccccc2)CC1)c1c(N)n(CCCC)c(=O)[nH]c1=O
→ -41.8, -7.2, 10.9, -1.3, -6.6, -1.1, i, 2.0, -7.8
#14 CN(Cc1ccc(OC(F)F)cc1)Cc1nc2c(Br)cc(Br)cc2c(=O)[nH]1
→ -20.5, 3.9, 4.0, 1.1, 23.1, 0.0, i, -1.0, -1.6
#15 CCCOc1ccc(C(=O)NCC2OCCc3ccccc32)cc1OC (stereo not drawn)
→ 19.8, -15.1, -1.2, -0.1, 0.1, 0.3, i, 1.1, -5.4
#16 COc1ccc(-n2c(SCC(=O)NCc3cccs3)nc3[nH]ncc3c2=O)cc1
→ 1.6, 0.5, 5.7, -0.9, -10.0, 0.1, i, 2.2, 1.5
#17 COc1ccc(C2(C(=O)NC3CCCCC3)CCOCC2)cc1OC
→ -14.1, -2.0, 2.2, -0.7, -6.8, -0.1, i, -3.4, -4.1
#18 CCOc1ccc(S(=O)(=O)Nc2ccc(C(=O)NCC3(N4CCCCC4)CCCCC3)cc2)cc1
→ 1.3, 1.2, 2.5, 0.3, -2.9, -0.2, i, -0.1, -0.3
#19 Cc1cc(Cl)ccc1C(=O)C1CCCN(C(=O)CCn2cnnn2)C1 (stereo not drawn)
→ -7.1, -1.6, -2.7, 1.9, 1.6, -0.1, i, -1.2, -0.3
#20 O=C(c1cccc(S(=O)(=O)N2CCCC2)c1)N(Cc1ccco1)C1CCS(=O)(=O)C1 (stereo not drawn)
→ 9.4, -11.3, -1.8, 1.4, -4.7, 0.6, i, 1.2, -3.6

Ordered by length of the SMILES (largest number first): some entries from above
Fields: MLLE-PAM2 inh, E coli Lon inh, CSN deneddyl inh, MsrA inh, FAS-TE inh, TbMetRS inhib, Neddylation inh, Rin1-Abl PPI inh, MsrA act
#10 COc1ccc2cc(C(=O)C3CCCN(C(=O)CSc4nnc(C)o4)C3)ccc2c1 (stereo not drawn)
→ 10.7, -0.9, -0.4, 0.4, 2.9, -0.5, x, -0.1, -2.9
#16 COc1ccc(-n2c(SCC(=O)NCc3cccs3)nc3[nH]ncc3c2=O)cc1
→ 1.6, 0.5, 5.7, -0.9, -10.0, 0.1, i, 2.2, 1.5
#19 Cc1cc(Cl)ccc1C(=O)C1CCCN(C(=O)CCn2cnnn2)C1 (stereo not drawn)
→ -7.1, -1.6, -2.7, 1.9, 1.6, -0.1, i, -1.2, -0.3

Next compounds.
Fields: MLLE-PAM2 inh, E coli Lon inh, CSN deneddyl inh, MsrA inh, FAS-TE inh, TbMetRS inhib, Neddylation inh, Rin1-Abl PPI inh, MsrA act
#21 CC(C)NC(=S)NC(c1ccccc1)(c1ccccc1)c1ccccc1
→ -50.1, -4.4, 2.6, -0.7, 24.5, -1.2, i, -1.8, -6.5
#22 COc1cc(/C=N/NC(=O)CN2CCOCC2)ccc1OCc1ccccc1
→ 8.8, 3.5, -7.3, 0.7, -6.1, -0.6, i, -0.6, -5.7
#23 CCN(c1ccccc1)S(=O)(=O)c1ccc2[nH]cc(C(=O)NCCOC)c(=O)c2c1
→ -0.2, -10.2, 0.1, 0.7, -5.6, -1.0, i, 1.3, -0.8
#24 CC(C)n1ncc2c(C(=O)Nc3ccc(CC#N)cc3)cc(C3CC3)nc21
→ -2.2, -8.3, -1.9, 0.0, 14.7, -0.2, i, 1.5, -0.8
#25 CNC(=O)N1CCN(C(=O)NC)CC1
→ -3.5, 7.2, 1.2, 0.0, -3.3, -0.5, i, -0.5, -1.7
#26 C/C(Cc1ccccc1)=N\NC(=O)CNC(=O)COc1cccc(C)c1
→ 2.1, 10.9, 3.2, 0.4, -8.2, 3.4, i, -0.9, -2.4
#27 CC1(C)CC(=O)C2=C(C1)Nc1ccccc1[S@]2=O
→ -0.9, -8.3, 2.6, 2.2, -6.3, 0.0, i, 1.5, -4.2
#28 COc1ccc(C(=O)N2C(=O)c3ccc(N)cc3C2=O)cc1
→ 5.7, -0.8, -3.2, 0.1, -3.7, 0.9, i, -0.8, -1.6
#29 Cc1nc2nc[nH]n2c(=O)c1CCOC(=O)c1c(F)cccc1F
→ 12.7, 8.9, 7.0, 1.7, -3.9, 1.2, i, 0.7, -0.3
#30 Cc1noc(C)c1COC(=O)c1ccccc1NC(=O)c1ccco1
→ 0.0, 6.9, -4.3, -0.6, 12.2, -0.7, i, 1.1, 0.7
#31 NC(=O)C1(c2ccccc2)CCCN1C(=O)c1ccccc1Br (stereo not drawn)
→ -5.5, -8.0, 3.9, -2.0, -7.2, -1.3, i, -0.1, -3.0
#32 Cc1ccc(NC(=O)C2CC(=O)OC23CCOC(C)(C)C3)cc1 (stereo not drawn)
→ -0.1, -0.8, 1.3, 0.6, -7.2, 0.2, i, -2.3, -4.2
#33 Cc1cc(C)c2ccc(=S)[nH]c2n1
→ 15.5, -7.1, 0.1, 1.0, -0.9, -0.6, i, -5.8, -7.5
#34 CC[C@@H](C)[C@H](NC(=O)Cc1c(C)c2cc3c(C)coc3c(C)c2oc1=O)C(=O)O
→ 14.3, -12.8, -2.2, 1.1, -4.3, -0.4, x, 0.2, -2.9
#35 c1ccc(N2CCN(Cc3ccc4c(c3)OCO4)CC2)nc1
→ -0.3, -2.1, -0.1, 1.9, -2.9, 0.3, i, 1.8, -2.9
#36 COc1ccc(Cl)cc1-n1c(C)cc(C(=O)O)c1C
→ -5.7, 2.5, 1.6, 1.8, -1.4, -0.9, i, -1.8, 3.2
#37 O=C(Oc1ccccc1)c1ccc(-n2cnnn2)cc1
→ -11.0, 5.3, 0.0, -0.4, -4.6, -2.7, i, 2.9, -12.1
#38 CC(C)COn1c(=S)[nH]c2ccccc2c1=O
→ 35.3, 5.4, 2.6, -0.6, -7.1, 0.1, i, -1.7, -1.8
#39 CCc1ccc(Nc2n[n+](-c3ccccc3)c(-c3ccc(C(=O)O)cc3)s2)cc1
→ -17.6, -9.1, -0.3, 0.4, -12.1, -0.2, i, 0.1, -1.2
#40 CCCCCC1CCC(C(=O)NNC(=S)NCC)CC1 (stereo not drawn)
→ -21.3, -6.5, -2.0, -0.3, -8.0, 0.1, i, -1.8, -2.1
#41 COc1cc(C=Nc2ccccc2C(=O)Nc2ccccc2)cc(OC)c1OC
→ 9.2, -11.1, -8.1, -0.4, -3.1, -0.4, x, 2.0, -10.1
#42 c1coc(CNc2ncnc3nc[nH]c23)c1
→ -8.4, 17.2, 3.0, -1.1, -3.0, -1.1, i, -2.0, -8.6
#43 O=C(NC(=O)c1ccc(Cl)cc1)OC1CCCCC1
→ 4.4, -11.4, -4.3, 0.7, -8.3, -0.3, i, -2.5, -6.8
#44 Cc1ccc(NS(=O)(=O)c2ccc3c(c2)NC(=O)CCS3)cc1F
→ -2.5, 7.5, -0.1, 0.9, 8.7, -1.0, i, -1.6, -4.4
#45 COc1ccccc1OCCCC(=O)Nc1ccc(N2CCOCC2)cc1
→ -2.6, 5.6, 1.9, -0.2, -4.0, 0.1, i, 0.5, -2.8
#46 COc1ccc(C2N(c3ccc(OC)cc3)C(=S)N3CCCN23)cc1 (stereo not drawn)
→ -13.2, 5.5, -1.3, -2.0, -3.4, -0.1, i, -0.9, 0.6
#47 CC(OC(=O)c1ccc(Br)o1)C(=O)Nc1ccc2c(c1)OCCO2 (stereo not drawn)
→ 4.4, -0.3, -4.8, 0.6, 2.6, -0.7, i, -0.3, -5.3
#48 Cc1ccc2nc(Cl)c(-c3ccccc3)cc2c1
→ 3.2, 1.4, 1.4, -1.0, 43.3, -0.1, i, -3.0, -1.7
#49 CCOC(=O)c1ccc(CSc2nnc(-c3ccncc3)n2N)cc1
→ -20.3, 2.2, -1.7, 0.9, 4.4, -1.9, i, -0.5, -9.1
#50 O=C(c1ccc(COc2ccc3c(c2)CCC3)o1)N1CCN(c2ccccc2)CC1
→ 1.3, -5.8, 0.0, 1.6, 30.5, -0.3, i, 1.8, -1.4
#51 CCOc1ccc2nc(N3C(=O)CNC3=S)sc2c1
→ -5.7, -8.7, 1.0, 7.3*, -4.6, 0.6, x, 2.2, -5.0
#52 CC(C)Sc1nc(N2CCCC2)c2c(c1C#N)CC(C)(C)OC2
→ -1.7, -8.8, 5.1, 1.4, 20.7, -0.3, i, -2.7, -3.8
#53 COc1cccc(OC)c1C(=O)N1CCNCC1
→ 12.4, -0.8, 0.5, -0.3, -3.0, -0.5, i, 0.5, 0.1
